# Screens: PubChem BioAssay, several laboratories
# S1P4 antag: blocks the human S1P4 receptor. 220,000 compounds, 0.26% hits. S1P4-expressing cells, antagonist mode, reporter read-out. inhibition, % at 4.98 µM; in the data active = inhibition above about 29%;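 note: 0% = wells stimulated with agonist and 100% = vehicle wells without agonist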
# p47phox inh: p47phox (human) inhibition; p47phox/p22phox peptide binding, fluorescence polarization, 2 h; inhibition, % at 24.7 µM; 220,000 compounds, 0.53% hits; AID 1274;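 active = inhibition above about 30%, limit read from the data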;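 note: 0% = p47phox with labelled peptide and 100% = labelled peptide alone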
# Target sequence (P14598 whole entry, looked up): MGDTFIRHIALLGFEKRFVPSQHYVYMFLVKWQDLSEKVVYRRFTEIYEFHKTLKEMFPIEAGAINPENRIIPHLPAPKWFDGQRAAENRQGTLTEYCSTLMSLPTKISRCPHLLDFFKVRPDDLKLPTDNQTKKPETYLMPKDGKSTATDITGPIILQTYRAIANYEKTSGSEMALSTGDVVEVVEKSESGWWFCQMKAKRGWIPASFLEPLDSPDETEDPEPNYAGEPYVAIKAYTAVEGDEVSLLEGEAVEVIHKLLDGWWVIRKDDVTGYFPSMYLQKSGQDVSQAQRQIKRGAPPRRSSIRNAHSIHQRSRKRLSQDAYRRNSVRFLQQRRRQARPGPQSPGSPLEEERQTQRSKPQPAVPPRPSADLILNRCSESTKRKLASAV
# CHOP inh: inhibitors of CHOP induction in ER stress response. CHO-K1 CHOP-promoter luciferase, tunicamycin-induced, 15-18 h. inhibition, % at 10 µM. 220,000 compounds, 3.8% hits;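 active = compounds that reduced the stress-induced luciferase reporter signal by more than about 70% of percent inhibition, limit read from the data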;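 note: 0% = tunicamycin plus vehicle and 100% = wells without tunicamycin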
# NPY-Y1 PAM-ag: human NPY-Y1 potentiation or agonism, primary screen; 220,000 compounds, 0.37% hits; P25929; activation, % at 3.6 µM; NPY-Y1 expressing cells, potentiator/agonist activation; in the data active = activation above about 33%, passing the limit was not always enough;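 note: cells stimulated with NPY at EC10 then isoproterenol at EC100; 0% = low agonist plus stimulus and 100% = saturating agonist plus stimulus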
# Target sequence (P25929 whole entry, looked up): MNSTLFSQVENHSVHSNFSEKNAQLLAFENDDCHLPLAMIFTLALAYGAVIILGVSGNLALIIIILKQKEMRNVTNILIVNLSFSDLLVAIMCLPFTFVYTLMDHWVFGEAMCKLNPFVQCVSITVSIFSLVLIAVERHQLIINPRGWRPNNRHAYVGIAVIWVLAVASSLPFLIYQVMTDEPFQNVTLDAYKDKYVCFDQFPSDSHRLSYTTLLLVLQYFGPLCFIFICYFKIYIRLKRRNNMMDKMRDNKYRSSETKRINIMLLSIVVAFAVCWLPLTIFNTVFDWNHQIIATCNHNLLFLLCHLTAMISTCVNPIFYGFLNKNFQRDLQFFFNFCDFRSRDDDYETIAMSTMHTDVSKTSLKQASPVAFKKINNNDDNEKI
# NPY Y1 blocker: NPY-Y1 (human) receptor antagonism. P25929. HEK293-CNG Y1 cells, membrane potential fluorescence; NPY at EC95, then isoproterenol. inhibition, % at 3.6 µM. 200,000 compounds, 1% hits. AID 1040;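 active = inhibition above the campaign mean inhibition of all tested compounds plus 3 SD, cut at about 20% in these data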;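 note: 0% = DMSO wells given NPY plus isoproterenol and 100% = isoproterenol alone without NPY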
#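 Material: HEK293 Y1/CNG channel cell line; also added: NPY (25 nM), isoproterenol (1 µM), Ro 20-1724 (25 µM); doses: one concentration, 3.6 µM, in 0.4% DMSO; schedule: compound incubation 1 h at room temperature, readout 45 min post-stimulation; technique: membrane potential fluorescence; measure: fluorescence ratio normalized to % inhibition between controls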
# NPY2 pot ag: potentiates or activates human NPY-Y2 receptor | 220,000 compounds, 0.45% hits | cells expressing NPY-Y2, potentiator/agonist read-out | AID 1359 | activation, % at 3.6 µM | P49146; in the data active = activation above about 27%;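 note: cells stimulated with NPY near EC25 plus isoproterenol at EC100; 0% = vehicle plus submaximal agonist and 100% = vehicle plus saturating agonist; some results beyond the cut were filed as inactive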
# Ba/F3 V617F tox: reduce viability of Ba/F3 cells dependent on JAK2V617F | Ba/F3 EpoR-JAK2V617F viability, ATP luminescence | inhibition, % at 5.6 µM | 220,000 compounds, 1.1% hits | AID 1446;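 active = inhibition above the campaign mean plus 3 SD over all tested compounds, cut at about 24% in these data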;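 note: cytokine-independent growth of Ba/F3 cells driven by EpoR plus mutant JAK2; 0% = DMSO-treated cells and 100% = JAK inhibitor I control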
# S1P4 agonist: activates the human S1P4 receptor; O95977; S1P4-expressing cell line, agonist reporter assay; activation, % at 4.98 µM; 220,000 compounds, 0.35% hits; AID 1509; in the data active = activation above about 11%;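 note: 0% = DMSO vehicle and 100% = reference agonist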
# BaF3 tox: parental Ba/F3 viability inhibition as JAK2V617F counter-screen. AID 1486. 220,000 compounds, 1.1% hits. inhibition, % at 5.6 µM. CellTiter-Glo ATP luminescence;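 active = inhibition above a per-campaign cutoff, the mean inhibition of all tested compounds plus 3 SD, cut at about 27% in these data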;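 note: 0% = DMSO wells and 100% = JAK Inhibitor I control wells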
# The depositor's hits bear a star; . = not tested or not shown.
SMILES,S1P4 antag,p47phox inh,CHOP inh,NPY-Y1 PAM-ag,NPY Y1 blocker,NPY2 pot ag,Ba/F3 V617F tox,S1P4 agonist,BaF3 tox
O=C(Nc1cccc(S(=O)(=O)N2CCCCC2)c1)c1ccccc1NS(=O)(=O)c1ccc(F)cc1,-4,-14,63,-18,1,2,-2,-0.8,2
Cc1c(N=Cc2ccc(-c3ccc(Cl)cc3)o2)c(=O)n(-c2ccccc2)n1C,-2,-1,59,-10,11,-21,6,-0.3,9
COc1cccc(NC(=O)Cn2c(SCC(=O)N3CCOCC3)nc3ccccc32)c1,0,0,23,7,-2,1,4,-0.4,0
O=C(NCc1ccccn1)c1cc2c(ccc3ccccc32)oc1=O,-15,5,8,-4,-2,-5,3,3.8,2
CCCC(=O)Nc1ccc(NC(=S)NC(=O)c2ccccc2[N+](=O)[O-])cc1,0,-6,-1,16,7,-10,-5,1.4,5
Cc1c(C(=O)NCCN2CCOCC2)oc2ccccc12,-20,-14,39,-18,-4,-1,-2,-0.9,-1
CCOCCn1c(CN2CCC(Cc3ccccc3)CC2)nc2c1c(=O)n(C)c(=O)n2C,-5,.,.,-22,3,2,4,-1.5,8
CCn1c(-c2ccc([N+](=O)[O-])cc2)n[nH]c1=S,0,-12,8,3,4,-17,0,0.6,1
CCCCNC(=O)CNC(=O)c1cccs1,2,-8,14,-4,-1,0,4,-1.1,7
CCNC(=S)NNC(=O)c1cc(C)nc2ccccc12,-5,0,12,2,-3,1,-2,44*,-1
COc1ccccc1-c1cc(C(=O)N/N=C/c2ccc(C)s2)c2ccccc2n1,6,-19,37,-24,6,-18,1,3.4,5
CCOC(=O)c1sc(-c2ccccc2)cc1NC(=O)CSc1nnnn1C,2,-23,37,-17,10,2,3,-1.8,6
CCCCCCCc1c(O)nc(SCC(=O)O)[nH]c1=O,7,0,0,3,.,13,-1,-0.1,2
CC(=O)Nc1cc(NC(C)=O)cc(-c2nc3ccccc3[nH]2)c1,-24,25,-1,10,3,4,-3,-0.7,8
CCOc1ccc(Nc2cc(C)nc(N3CCOCC3)n2)cc1,-7,1,-9,-5,3,1,-4,4.4,-1
COc1ccc(/C=N/NS(=O)(=O)c2ccc(NC(C)=O)cc2)cc1,-16,-8,1,6,.,-8,-2,0.9,-2
Cc1oc(-c2cccc(Br)c2)[n+]([O-])c1C,14,3,-9,-2,-2,-4,2,-0.2,5
CC(C)(C)C1(c2ccccc2)NC(=O)N(CC(=O)N2CCOCC2)C1=O (stereo not given),-15,-8,28,-21,-4,-4,-2,1.3,4
Cc1csc2nc(CSc3nc4ccccc4o3)c(Br)n12,2,-13,58,-17,23*,-20,7,-1.2,8
CCOC(=O)c1cnc2c(c(C3CC3)nn2C)c1N1CCOCC1,13,-12,-4,1,.,-13,-1,1.5,-1
Cc1cc(OC(=O)c2ccccc2)n(CCC#N)n1,-1,0,15,-10,4,11,3,0.1,8
Cc1ccc(Cn2c(SC(C)C(N)=O)nc3ccccc3c2=O)cc1 (stereo not given),2,0,-5,9,1,0,-2,0.0,2
O=C(CSc1ccccn1)N/N=C/c1cc([N+](=O)[O-])ccc1O,2,1,23,9,.,-18,0,1.4,-14
CNC(=O)Nc1ccc(C2SCCS2)cc1,-4,-11,-15,6,.,-6,1,-1.0,0
CCOC(=O)c1ccc(N2C(=O)CC(C3CCCO3)C2=O)cc1 (stereo not given),4,-7,-14,-7,2,6,-3,0.4,2
Cc1ccc(C(C(=O)NCc2ccc(F)cc2)N(C(=O)c2csnn2)C2CC2)o1 (stereo not given),-10,1,16,-27,-3,-6,-1,-1.6,3
CC(C)CNC(=O)c1ccccc1NC(=O)c1ccccc1N(C)S(=O)(=O)c1ccccc1,-2,-5,7,-3,-1,0,-1,-1.2,4
CCOC(=O)c1cccc(NC(=O)Cn2cnc3c2c(=O)n(C)c(=O)n3C)c1,5,1,-9,-10,3,-17,-3,1.3,3
CC(C)c1ccccc1N=C1SCCN1C1CCS(=O)(=O)C1 (stereo not given),-32,-1,8,16,6,2,-2,0.8,2
CCOC(=O)C1=C(C)Nc2ncnn2C1c1cc(OC)ccc1OC (stereo not given),1,-13,33,11,5,0,-5,0.3,-1
C=CCn1c(SCC(=O)NC(=O)c2cccc([N+](=O)[O-])c2)nnc1-c1ccccc1F,-20,-10,9,-18,0,8,-2,0.9,2
COC(=O)c1ccc(CN(C(C)=O)c2ccccc2)o1,-8,-8,25,0,2,7,4,3.3,7
Cc1c(C(=O)NCc2ccco2)cccc1[N+](=O)[O-],-18,2,21,-14,-2,-2,0,-1.8,8
COc1cc2nc(-c3ccc(Br)o3)oc(=O)c2cc1OC,6,2,-2,-5,2,13,-3,0.6,0
O=C(CSc1ncnc2scc(-c3ccccc3)c12)NC1CCS(=O)(=O)C1 (stereo not given),-4,-10,5,11,.,-9,0,-0.2,-2
O=C(CSC1=Nc2ccccc2C2=NC(c3ccccc3)C(=O)N12)NC1CCCCC1 (stereo not given),-17,2,4,-19,10,6,-4,-2.5,0
COc1ccc(/C=C/C(=O)N2CCN(S(=O)(=O)/C=C/c3ccccc3)CC2)cc1OC,-13,14,-6,-10,6,8,-1,0.9,9
COc1ccc(C(=O)N(CN2CCCC2=O)c2ccccc2OC)cc1OC,-24,-13,4,37,-1,-3,2,2.0,3
COc1cc2c(C(=O)NCCCN3CCN(c4cccc(Cl)c4)CC3)cn(C)c(=O)c2cc1OC,-3,-6,-29,11,6,-7,3,0.2,12
Cn1c(=O)c2c(ncn2CC(=O)OCC(=O)Nc2cccc(Cl)c2)n(C)c1=O,-14,1,-18,-5,-4,-8,0,1.9,7

# Single records, as listed above. Order of screens: S1P4 antag, p47phox inh, CHOP inh, NPY-Y1 PAM-ag, NPY Y1 blocker, NPY2 pot ag, Ba/F3 V617F tox, S1P4 agonist, BaF3 tox
# O=C(CSc1ncnc2scc(-c3ccccc3)c12)NC1CCS(=O)(=O)C1 (stereo not given) is listed with -4, -10, 5, 11, ., -9, 0, -0.2, -2
# Cc1ccc(Cn2c(SC(C)C(N)=O)nc3ccccc3c2=O)cc1 (stereo not given) is listed with 2, 0, -5, 9, 1, 0, -2, 0.0, 2
# Cc1ccc(C(C(=O)NCc2ccc(F)cc2)N(C(=O)c2csnn2)C2CC2)o1 (stereo not given) is listed with -10, 1, 16, -27, -3, -6, -1, -1.6, 3

# Next part:
SMILES,S1P4 antag,p47phox inh,CHOP inh,NPY-Y1 PAM-ag,NPY Y1 blocker,NPY2 pot ag,Ba/F3 V617F tox,S1P4 agonist,BaF3 tox
CCOc1ccc(Oc2nc(Nc3ccc(C)cc3)nc(N(C)C)n2)nn1,-21,2,51,14,1,-4,0,-1.8,2
CCOC(=O)N1CCN(C(=O)c2ccc(N3C(=O)c4ccccc4C3=O)cc2)CC1,-3,1,22,17,-3,9,-2,1.9,4
CCC(C)[C@H](NC(=O)N1CCCCCC1)C(=O)OC (stereo not given in full),-10,4,-7,12,.,-15,-3,0.9,-6
O=C(NC1CC1)c1cc(-c2ccco2)nc2ccccc12,3,19,8,12,.,-29,-1,0.3,2
COc1ccc(NS(=O)(=O)Cc2ccccc2Cl)cn1,4,5,11,7,6,6,-2,1.4,0
Cc1ccc(NC(=O)c2ccccc2NC(=O)CCC(=O)O)cc1,-1,-16,1,4,-6,8,-3,1.1,-1
CCN1CCN(C2CC(=O)NC2=O)CC1 (stereo not given),10,-13,24,4,0,17,0,0.4,4
C(=N\Nc1nc(-c2ccccc2)cs1)/c1cccs1,-15,-1,16,9,10,7,2,-1.3,3
Cc1cc(=O)oc2cc(OCC(O)CN3CCN(c4ccccc4)CC3)ccc12 (stereo not given),-6,-6,0,-17,0,2,-1,0.1,4
COc1cc2c(C(=O)NC3CCCCCC3)cn(C)c(=O)c2cc1OC,2,6,28,-13,-2,-1,-3,0.8,5
CCC(C)(C)NC(=O)C(c1cccnc1)N(C(=O)c1csnn1)c1ccc(C)cc1 (stereo not given),2,-8,-7,13,3,6,0,0.0,4
Cc1ccc(CNC(=O)Cc2nc3nc(C)cc(C)n3n2)cc1,-12,-14,6,-21,12,10,0,1.4,4
CC(C)COC(=O)c1ccccc1N1C(=O)C2C3CCC(C3)C2C1=O (stereo not given),5,-8,-2,8,-3,2,0,0.2,1
COc1ccc(C2=NOC(C(=O)NCc3ccccc3)C2)cc1 (stereo not given),-25,2,.,-18,29*,-12,3,0.4,3
CCOC(=O)c1cc(=O)n2nc(-c3ccc(C)cc3)nc2s1,9,19,0,-17,-5,3,2,-0.7,4
CC1(C)NC(=O)N(CC(=O)OCC(=O)Nc2cc(S(=O)(=O)N3CCCCC3)ccc2Cl)C1=O,-27,-5,79*,-22,5,-7,1,0.8,5
CCOC(=O)C(Sc1cc(-c2ccccc2)nc2ncnn12)C(C)=O (stereo not given),-2,-2,24,-10,.,-17,1,0.4,2
O=C(Oc1ccc2c3c(c(=O)oc2c1)CCCC3)c1ccco1,-7,7,12,-20,7,-15,0,2.5,7
CC1CN(c2nc3c(c(=O)n(C)c(=O)n3C)n2Cc2c(F)cccc2Cl)CC(C)O1 (stereo not given),-1,-8,21,4,-1,12,1,1.5,11
O=C(CSc1ccc(Cl)cc1)N1CCC(c2nc3ccccc3s2)CC1,8,-5,39,-15,7,-8,5,-0.7,6
CCC(=O)Nc1ccc(C(=O)CSc2nc(N)cc(N)n2)cc1,-12,-3,-6,15,.,-17,5,0.8,-7
O=C(Cc1ccccc1)NC(Nc1cccc2ccccc12)C(Cl)(Cl)Cl (stereo not given),-13,-2,38,16,0,-9,-1,0.4,2
Cc1c(NC(=O)c2ccc3c4c(cccc24)CC3)c(=O)n(-c2ccccc2)n1C,-5,-10,11,-25,9,-2,-2,-3.7,4
CCOC(=O)c1ccc(NC(=O)CC2C(=O)N(c3cccc(OC)c3)C(=O)N2CCOC)cc1 (stereo not given),3,-11,22,-12,-2,16,-3,-0.6,-3
O=c1cc(-c2ccccc2)[nH]n1-c1ccc([N+](=O)[O-])cc1,-6,-11,-2,40,-7,27,-1,-1.4,6
Cc1cc(NC(=O)c2ccc(Cl)cc2Cl)n(CCC#N)n1,5,-10,-11,18,0,-10,-1,1.9,7
CCC(C)OC(=O)C1=C(C)OC23OC(N)=C(C#N)C12C(=O)c1ccccc13 (stereo not given),-4,7,5,-1,-4,12,4,0.3,6
CCn1nc(C)c(CNC(=O)c2cc(COc3ccc(F)cc3Cl)on2)c1C,-2,-5,38,-6,.,33,67*,-1.9,64*
Cc1ccc(N2C(=O)CC(NNc3nc4ccccc4s3)C2=O)cc1C (stereo not given),-12,-6,7,8,-2,-6,-3,2.0,1
Cc1ccc(NCC(=O)N/N=C/c2cccc(Br)c2)cc1,3,-3,4,-16,9,-16,5,-0.8,10
Cc1ccc(CN=c2c([N+](=O)[O-])nn(-c3ccc(Cl)cc3)n2O)cc1,1,-13,-1,-1,2,-1,0,0.1,3
CON/C=C(\C=Nc1ccc(C(F)(F)F)cc1)c1ncc(C(F)(F)F)cc1Cl,-8,-1,24,9,5,14,3,-2.9,3
O=C1CCCCCC1C1(O)C(=O)Nc2ccccc21 (stereo not given),2,-9,17,15,1,11,-5,0.0,0
CC(C)(C)NC(=O)C(c1ccco1)N(C(=O)c1csnn1)c1ccccc1 (stereo not given),-14,-1,-25,24,-5,6,-2,-0.7,-1
O=C(O)Cc1ccc(NC(=S)NCc2ccco2)cc1,-7,2,17,-6,-2,-3,1,-0.1,3

# Marked active in CHOP inh, among the entries above:
SMILES	S1P4 antag	p47phox inh	CHOP inh	NPY-Y1 PAM-ag	NPY2 pot ag	S1P4 agonist
CC1(C)NC(=O)N(CC(=O)OCC(=O)Nc2cc(S(=O)(=O)N3CCCCC3)ccc2Cl)C1=O	-27	-5	79*	-22	-7	0.8
